JMJD2A Tudor: JMJD2A Tudor domain (human) inhibition; O75164; AlphaScreen JMJD2A-Tudor / H3K4me3 peptide binding; Potency, µM (series often up to 114 µM), without a hit: at the highest dose activity change, negative = inhibition, actives largely listed as inhibitors; 390,000 compounds, 4.4% hits; AID 504339; further: on the % scale 0 is the no-effect control and ±100 the full control effect; nearly all actives have a fitted effect of over 50% in size
Target sequence (O75164 whole entry, looked up, the tested form may be a part): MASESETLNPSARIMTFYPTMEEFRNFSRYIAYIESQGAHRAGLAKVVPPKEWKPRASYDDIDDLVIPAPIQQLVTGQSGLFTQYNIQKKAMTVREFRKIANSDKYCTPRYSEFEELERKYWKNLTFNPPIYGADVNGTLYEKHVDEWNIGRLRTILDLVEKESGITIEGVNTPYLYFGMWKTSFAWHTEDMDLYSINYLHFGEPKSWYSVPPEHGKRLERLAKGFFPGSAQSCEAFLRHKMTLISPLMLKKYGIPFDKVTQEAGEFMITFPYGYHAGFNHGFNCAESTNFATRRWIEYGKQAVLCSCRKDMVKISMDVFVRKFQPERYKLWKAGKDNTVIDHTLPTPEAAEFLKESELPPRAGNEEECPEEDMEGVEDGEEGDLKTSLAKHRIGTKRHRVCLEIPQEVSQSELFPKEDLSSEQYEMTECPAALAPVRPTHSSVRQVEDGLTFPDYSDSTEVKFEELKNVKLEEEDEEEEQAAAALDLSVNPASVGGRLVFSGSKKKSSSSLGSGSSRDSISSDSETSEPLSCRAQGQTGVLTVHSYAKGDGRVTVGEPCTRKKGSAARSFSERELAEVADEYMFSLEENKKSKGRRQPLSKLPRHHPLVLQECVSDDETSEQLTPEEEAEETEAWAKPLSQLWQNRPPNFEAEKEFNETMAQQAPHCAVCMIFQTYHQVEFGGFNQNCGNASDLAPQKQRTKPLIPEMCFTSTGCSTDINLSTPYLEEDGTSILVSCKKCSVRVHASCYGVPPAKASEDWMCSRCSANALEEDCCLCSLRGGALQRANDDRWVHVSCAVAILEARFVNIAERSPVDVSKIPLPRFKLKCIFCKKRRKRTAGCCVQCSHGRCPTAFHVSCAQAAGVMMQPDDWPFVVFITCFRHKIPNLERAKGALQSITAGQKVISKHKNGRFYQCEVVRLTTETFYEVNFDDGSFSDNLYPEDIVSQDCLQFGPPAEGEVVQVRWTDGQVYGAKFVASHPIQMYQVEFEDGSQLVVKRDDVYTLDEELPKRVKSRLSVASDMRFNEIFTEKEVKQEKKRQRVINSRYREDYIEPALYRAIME
BAZ2B block: inhibitors of human BAZ2B bromodomain | Q9UIF8 | AlphaScreen BAZ2B-H3K14Ac peptide displacement | Potency, µM (series often up to 114 µM), for inactives: top-dose activity change, negative = inhibition, most hits filed as inhibitors | 360,000 compounds, 4.4% hits | AID 504333; further: on the % scale 0 is the no-effect control and ±100 the full control effect; nearly all actives have a fitted effect of over 60% in size
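In this displacement format the biotinylated H3(5-23) peptide acetylated at Lys14 serves as ligand at 50 nM, with BAZ2B at 50 nM in PBS pH 7.4 containing 0.01% Tween-20. Donor and acceptor beads are 10 ug/mL final.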
G9a block: inhibitors of human histone lysine methyltransferase G9a. Q96KQ7. G9a H3K9 monomethylation, AlphaScreen, 2 h. Potency, µM (titrated, usually from 102 µM), for the others: at the top dose activity, negative = inhibition, usual class: inhibitors. 350,000 compounds, 8.8% hits. AID 504332; further: on the % scale 0 is the no-effect control and ±100 the full control effect; nearly all actives have a fitted effect of over 75% in size
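Quantitative HTS format: methyltransferase activity on a biotin-tagged H3K9 peptide is measured by AlphaScreen, using a rabbit anti-monomethyl-H3K9 antibody with streptavidin donor and anti-IgG acceptor beads. Final levels are 20 nM enzyme, 500 nM peptide, 20 uM SAM; 2 h RT.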
Pol iota inh: DNA polymerase iota (human) inhibition; Q9UNA4; Pol iota fluorescent replication assay, 10 min; Potency, µM (series often up to 115 µM), inactives show at the highest dose activity, negative = inhibition, actives largely listed as inhibitors; 390,000 compounds, 1% hits; AID 588590
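Fluorescent replication assay read twice, at 0 min and 10 min after adding 50 nM (final) substrate. Enzyme (10 nM) and compounds were first incubated 15 min at room temperature; enzyme-free buffer wells were negative controls.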
Pol beta inh: inhibitors of human DNA polymerase beta. P06746. Pol beta primer extension/strand displacement, fluorescence kinetic. Potency, µM (highest dose often 114 µM), for inactives: at the highest dose activity change, negative = inhibition, actives largely listed as inhibitors. 340,000 compounds, 1.3% hits. AID 485314; further: on the % scale 0 is the no-effect control and ±100 the full control effect
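Preincubation: enzyme (10 nM) with compound, 15 min, RT. Reaction: substrate added to 50 nM final. Reads: 0 and 10 min. Analysis: normalized, Hill fit.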
POLK inh: blocks human DNA polymerase kappa activity. AID 588579. purified Pol kappa, fluorescent DNA synthesis assay, 10 min. Potency, µM (doses to about 107 µM), without a hit: top-dose activity, negative = inhibition, actives largely listed as inhibitors. 400,000 compounds, 0.53% hits. Q9UBT6; further: on the % scale 0 is the no-effect control and ±100 the full control effect
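Pol kappa 10 nM + cpd, 15 min RT; start w/ substrate 50 nM final; fluorescence kinetic read, 0 and 10 min. Neg ctrl: buffer, no enzyme.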
APEX1 inh: blocks human APE1 abasic DNA cleavage | P27695 | recombinant APE1, TAMRA/BHQ-2 abasic DNA cleavage fluorescence | Potency, µM (titrated, usually from 65.8 µM), without a hit: at the top dose activity change, negative = inhibition, most hits filed as inhibitors | 350,000 compounds, 0.35% hits | AID 2517;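 further: plate controls were vehicle for no effect and reference inhibitor for full effect; nearly all actives have a fitted effect of over 55% in size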
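Step 1: APE1 (0.75 nM) with compound, 15 min RT. Step 2: add 50 nM fluorophore/quencher THF duplex. Step 3: three fluorescence reads 60 s apart (525/598 nm); read 3 minus read 1 = reaction progress.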
BLM inh: inhibitors of human Bloom syndrome helicase BLM; P54132; recombinant BLM DNA unwinding, fluorescence dequenching; Potency, µM (top dose mostly 56.1 µM), without a hit: at the top dose activity change, negative = inhibition, actives largely listed as inhibitors; 350,000 compounds, 0.2% hits; AID 2528;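 further: plate controls were vehicle for no effect and no enzyme for full effect; nearly all actives have a fitted effect of over 35% in size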
POLH inh: DNA polymerase eta (human) inhibition | Q9Y253 | recombinant Pol eta, fluorescent DNA replication assay | Potency, µM (series often up to 114 µM), for inactives: top-dose activity change, negative = inhibition, actives largely listed as inhibitors | 390,000 compounds, 1.2% hits | AID 588591; further: on the % scale 0 is the no-effect control and ±100 the full control effect
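Pol eta at 10 nM preincubated with compounds 15 min at room temperature; reaction started with fluorescent substrate (50 nM final) and read kinetically at 0 and 10 min.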
* marks the source's active call; other numbers are inactive results; ? = inconclusive; . = no result given; & = joins results of further samples; [ ] = another dose, or the depositor's remark. The call rests on the fitted dose curve; in most records, active means well fitted curve in the direction sought with a large enough effect; inconclusive means small, poorly fitted or top-dose-only effect, or another doubt; inactive means no such curve, though single readings can be large; an effect the other way counts as inactive or inconclusive. Potency means the concentration at half of the fitted maximal effect. Some of the compounds tested; count on the stated rates, not on these rows.

The first 2 records, ahead of the listing:
Labels used below – A = JMJD2A Tudor; B = BAZ2B block; C = G9a block; D = Pol iota inh; E = Pol beta inh; F = POLK inh; G = APEX1 inh; H = BLM inh; I = POLH inh
Cn1ccc(C(=O)N/N=C/c2c[nH]c3ccccc23)n1
  A: -21% | B: -19% | C: -24% | D: 20% | E: -2% | F: 7% | G: 28% | H: -2% | I: -21%

O=C(CSc1nnc2ccccn12)Nc1ncc(Cl)cc1Cl
  A: -1% | B: -4% | C: -15% | D: ? | E: 15% | F: -9% | G: 16% | H: -4% | I: -16%

The whole of this part (from the top)
Labels used below – A = JMJD2A Tudor; B = BAZ2B block; C = G9a block; D = Pol iota inh; E = Pol beta inh; F = POLK inh; G = APEX1 inh; H = BLM inh; I = POLH inh
Cn1ccc(C(=O)N/N=C/c2c[nH]c3ccccc23)n1
  A: -21% | B: -19% | C: -24% | D: 20% | E: -2% | F: 7% | G: 28% | H: -2% | I: -21%

O=C(CSc1nnc2ccccn12)Nc1ncc(Cl)cc1Cl
  A: -1% | B: -4% | C: -15% | D: ? | E: 15% | F: -9% | G: 16% | H: -4% | I: -16%

C=CCN(c1ccc(Br)cc1C(=O)OC)S(C)(=O)=O
  A: -7% | B: 5% | C: -9%[2.33 µM] | D: 7%&19% | E: . | F: 9%&11% | G: -11% | H: . | I: -3%

CC1CCCN(S(=O)(=O)c2ccc(NC(=O)C3CC(=O)N(C(C)(C)C)C3)cc2)C1 (stereo not given)
  A: -22% | B: 9% | C: -10%[0.501 µM] | D: 2% | E: . | F: -2% | G: 11% | H: . | I: -13%

O=C(Nc1ccc(F)c(F)c1)C1CCCN1S(=O)(=O)c1cccc2nsnc12 (stereo not given)
  A: -9% | B: -22% | C: 3%[59 µM] | D: 26% | E: 15% | F: -5% | G: . | H: -2% | I: -17%

COc1cc(OC)cc(C(=O)Nc2ccc(CN3CCCCC3)cc2)c1
  A: -15% | B: -6% | C: -7%[12.7 µM] | D: 114%[activator] | E: 0% | F: -5% | G: 0% | H: 0% | I: -9%

CC(c1ccccc1)N(C)C(=O)CSc1nnc(C2CC2)n1C1CC1 (stereo not given)
  A: -18% | B: -6% | C: 24%[12.7 µM] | D: 16% | E: . | F: -8% | G: 54%[activator] | H: . | I: -2%

CCOCCCNC(=S)N1CCCN(c2nc3cc(C)ccc3cc2C#N)CC1
  A: -3% | B: 17% | C: 50%[59 µM] | D: 14% | E: -26% | F: -9% | G: 0% | H: -2% | I: -3%

COc1ccc(NS(=O)(=O)c2cc(C(=O)OC(C)C(=O)N3CCOCC3)ccc2Cl)cc1 (stereo not given)
  A: -6% | B: -1% | C: -32% | D: 12% | E: . | F: 1% | G: -7% | H: . | I: -14%

CCC(=O)c1ccccc1OCCCN1CCC(Cc2ccccc2)CC1
  A: 35µM* | B: -34% | C: 40µM* | D: 16% | E: 4% | F: 1% | G: 6% | H: 4% | I: -20%

CCN1C(=O)[C@H]2[C@H]3CN=C(SCC(=O)c4ccccc4)N3[C@@](C)(C(=O)OC)[C@H]2C1=O
  A: -13% | B: . | C: . | D: ? | E: . | F: -2% | G: -3% | H: . | I: -13%

COc1ccccc1NC(=O)C1=C(C)Nc2nc(SCc3ccccc3)nn2C1c1cccs1 (stereo not given)
  A: -9% | B: 0% | C: ? | D: -25% | E: 31% | F: -5% | G: . | H: 2% | I: -16%

O=C(O)c1c(Cl)c(Cl)c(Cl)c(Cl)c1C(=O)N1CCCC1
  A: -6% | B: -27% | C: ? | D: 7% | E: 17% | F: 1% | G: -3% | H: 0% | I: -6%

C#Cc1cccc(C(=O)NC2CCCN(C3Cc4ccccc4C3)C2)c1 (stereo not given)
  A: 11% | B: -13%[57.1 µM] | C: -8% | D: -13% | E: 7% | F: -9% | G: 10% | H: 0% | I: -9%

O=C(c1ccccc1)C(O)(Cc1ccccc1)c1ccccc1 (stereo not given)
  A: 39%[activator] | B: . | C: . | D: -18%[58.9 µM] | E: . | F: -2% | G: . | H: . | I: -23%

COc1ccc(NC(=O)Nc2ccc(Br)c(C)c2)cc1
  A: -2% | B: -20% | C: -5% | D: 95%[activator] | E: 29% | F: 5% | G: 3% | H: -15% | I: -2%

COc1ccc(OC)c(CNC(=O)c2cnc3c(C)cccn3c2=O)c1
  A: 3% | B: 4% | C: 5%[59 µM] | D: 42%[activator] | E: 21% | F: 1%[60.1 µM] | G: . | H: 0% | I: 3%

COc1cc(C(=O)N2CCC(NC(=O)C(Cc3ccc(C(C)C)cc3)NC(C)=O)CC2)cc(OC)c1OC (stereo not given)
  A: -4% | B: 4% | C: 26%[2.33 µM] | D: -10% | E: 24% | F: -5% | G: 24% | H: -2% | I: -11%

COc1ccc(C2Nc3ccccc3C(=O)N2NS(=O)(=O)c2ccccc2)c(OC)c1 (stereo not given)
  A: -1% | B: 13% | C: -1% | D: 84%[activator] | E: 6% | F: -21% | G: -7% | H: 0% | I: -4%

Cc1ccc(S(=O)(=O)CC(=O)c2ccc(C)c([N+](=O)[O-])c2)cc1
  A: -15% | B: 0% | C: -40%[59 µM] | D: 9% | E: -6% | F: -5% | G: 2% | H: 1% | I: 6%

COc1ccccc1CNC(=O)C1CCC(=O)N(CCCN2CCCC2=O)C1 (stereo not given)
  A: -3% | B: 2% | C: -3% | D: 5% | E: -1% | F: 3% | G: 22% | H: 0% | I: -13%

COc1ccc(S(=O)(=O)NCc2ccco2)cc1C(=O)N1CCCCC1
  A: 2% | B: -10% | C: 14% | D: 125%[activator] | E: 15% | F: -6% | G: 14% | H: -6% | I: -19%

Cc1ccc(S(=O)(=O)N2CCOCC2)cc1NC(=O)COC(=O)Cc1ccccc1
  A: -9% | B: . | C: . | D: 28% | E: . | F: 2% | G: -6% | H: . | I: -22%

CC(=O)c1cccc(NS(=O)(=O)c2ccc(C(=O)Nc3ccccc3)cc2)c1
  A: -19% | B: -16% | C: 21% | D: 25% | E: -2% | F: -16% | G: 23% | H: -3% | I: 0%

Cc1cc(C)c2cc(CN(Cc3cccnc3)C(=O)c3ccc(F)cc3)c(Cl)nc2c1
  A: -20% | B: -37% | C: 33%[0.501 µM] | D: ? | E: 15% | F: 0% | G: 3% | H: -2% | I: -12%

Cc1nn(CC(=O)Nc2ccc(N(C)C)cc2)c(C)c1[N+](=O)[O-]
  A: -11% | B: -31% | C: ? | D: -10% | E: 24% | F: -12% | G: -5% | H: -8% | I: -15%

CC(=O)NC12CC3CC(C1)CC(C(=O)OCC(=O)Nc1ncc(Cl)cc1Cl)(C3)C2
  A: -3%[57.1 µM] | B: ? | C: -46%[59 µM] | D: -14% | E: ? | F: -26% | G: 12% | H: -5% | I: ?

N#CC(c1ccc(Cl)cc1)c1cccc(Cl)n1 (stereo not given)
  A: 12% | B: 27% | C: 34%[activator] | D: 24% | E: -16% | F: -17% | G: -3% | H: -4% | I: -11%

O=C(CSc1cccc2cccnc12)N1CCCC1
  A: ? | B: 9% | C: ? | D: 2% | E: 1% | F: -16% | G: 4% | H: 2% | I: -13%

CC(=O)N1CC(C)Sc2ccc(S(=O)(=O)NC3CCCCC3C)cc21 (stereo not given)
  A: ? | B: -20% | C: 20% | D: 15% | E: 40% | F: 1% | G: 24% | H: -1% | I: -16%

O=C(c1ccccc1)N1N=C(c2ccccc2)CC1c1cccs1 (stereo not given)
  A: 9% | B: 0% | C: 13% | D: ? | E: -24% | F: 0% | G: 4% | H: -8% | I: -23%

Cc1c(NC(=O)C(C)(C)Oc2ccc(Cl)cc2)cccc1-c1nc2ncccc2o1
  A: -27% | B: -6% | C: 6%[59 µM] | D: ? | E: 0% | F: -17% | G: . | H: -11% | I: -15%

Cc1cccc(NC(=O)CN2C(=O)COc3ccc(Cl)cc32)c1
  A: 4% | B: 7% | C: -17%[12.7 µM] | D: 0% | E: 0% | F: -11% | G: 3% | H: -4% | I: -13%

Cn1ccnc1SCC(=O)Nc1cc(F)ccc1F
  A: -8% | B: 11% | C: 106%[activator] | D: 35%[activator] | E: 22% | F: -1% | G: 26% | H: -6% | I: -19%

COCCN(C(=O)CSc1nnc2cc(C)c3ccccc3n12)c1c(N)n(Cc2ccccc2)c(=O)[nH]c1=O
  A: -6% | B: 8% | C: 16%[59 µM] | D: 5% | E: 60% | F: -11% | G: 9% | H: -12% | I: -20%

CSc1cccc(NC(C)C(=O)NCc2ccccc2)c1 (stereo not given)
  A: -18% | B: -24% | C: -32% | D: 84%[activator] | E: 6% | F: 0% | G: 7% | H: -2% | I: -16%

Cn1cccc1Cc1nnc(SCC(=O)NCc2ccccc2Cl)n1-c1ccc(F)cc1
  A: -35% | B: ? | C: 79µM* | D: 11% | E: 7% | F: -11% | G: -4% | H: -2% | I: -4%

Cc1ccc(S(=O)(=O)N2CCC(C(=O)NN3CCCCC3)CC2)cc1
  A: -4% | B: -5% | C: 22%[12.7 µM] | D: 10% | E: . | F: -13% | G: 4% | H: . | I: -1%

S=C(c1ccc(-c2ccccc2)cc1)N1CCOCC1
  A: -25% | B: -1% | C: 40µM* | D: 38%[activator] | E: 12% | F: -2% | G: -9% | H: -3% | I: -21%

Cc1ccccc1NS(=O)(=O)c1cc2c(cc1C)NC(=O)CO2
  A: 5% | B: 6% | C: . | D: 17% | E: 39% | F: 4% | G: -11% | H: -1% | I: -18%

CCOc1ccc2c(c1)c1nnc(SCC3CCCO3)nc1n2C (stereo not given)
  A: ? | B: . | C: 15%[59 µM] | D: 26% | E: 2% | F: -8% | G: -3% | H: -2% | I: -13%

COc1c(Cl)cc(-c2noc(C)c2C(=O)NCCc2ccc(C)cc2)cc1Cl
  A: 6% | B: 21% | C: 23% | D: 5% | E: 1% | F: -5% | G: 1% | H: 1% | I: -8%

COCCNC(=S)N(CCO)Cc1cc2cc3c(cc2[nH]c1=O)OCO3
  A: -15% | B: -2% | C: ? | D: 149%[activator] | E: -1% | F: -7% | G: 0% | H: -2% | I: -7%

Entries of single compounds as entered above. Values in the order: JMJD2A Tudor	BAZ2B block	G9a block	Pol iota inh	Pol beta inh	POLK inh	APEX1 inh	BLM inh	POLH inh
CCC(=O)c1ccccc1OCCCN1CCC(Cc2ccccc2)CC1 is listed as 35µM*	-34%	40µM*	16%	4%	1%	6%	4%	-20%
O=C(CSc1cccc2cccnc12)N1CCCC1 is listed as ?	9%	?	2%	1%	-16%	4%	2%	-13%

Compound activity from PubChem BioAssay.
